Source: PubChem BioAssay
BL2 CD40 inh – CD40 pathway inhibition in BL2 cells; BL2 NF-kB luciferase reporter, CD40L-induced, 4 h; inhibition, % at 10 µM; 83,000 compounds, 0.94% hits; AID 1053188;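 active = mean inhibition of at least 50% with a set share of replicates also reaching that level; inconclusive = no clear call, values can overlap the other calls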;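 note: 0% = neutral control wells and 100% = IKK inhibitor VII at 50 µM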
Active calls of the source: *; u = inconclusive; [ ] = another dose, or the depositor's remark. These rows are one share of the data, so the mix of outcomes need not match the whole.

[1] CN(C)CCCN1c2ccccc2Sc2ccccc21
  BL2 CD40 inh: -32
[2] C[C@]12CC3CC(N)(C1)C[C@@](C)(C3)C2
  BL2 CD40 inh: 26
[3] COc1ccccc1OCC(O)COC(N)=O (configuration not stated)
  BL2 CD40 inh: -8
[4] O=C1N(c2ccccc2)c2ccccc2C1(Cc1ccncc1)Cc1ccncc1
  BL2 CD40 inh: 14[25 µM]
[5] CC(C)Cn1cnc2c1c(=O)n(C)c(=O)n2C
  BL2 CD40 inh: 5
[6] CC1(C)Oc2ccc(C#N)cc2C(N2CCCC2=O)C1O (configuration not stated)
  BL2 CD40 inh: -2[25 µM]
[7] CCOc1ccc(S(=O)(=O)N2CCCCCC2)c2ccccc12
  BL2 CD40 inh: 0
[8] COc1ccc(CN(CCN(C)C)c2ccccn2)cc1
  BL2 CD40 inh: -8
[9] CC1=NN(c2ccccc2)C(=O)C1
  BL2 CD40 inh: -16
[10] CC(C)Cc1ccc(C(C)C(=O)O)cc1 (configuration not stated)
  BL2 CD40 inh: 6
[11] Nc1cc(-c2ccncc2)c[nH]c1=O
  BL2 CD40 inh: -10
[12] C[C@]12CC[C@H]3[C@@H](CCC4=CC(=O)CC[C@@]43C)[C@@H]1CC[C@@H]2C(=O)CO
  BL2 CD40 inh: 18
[13] CC(=O)[C@H]1CC[C@H]2[C@@H]3C[C@H](C)C4=CC(=O)CC[C@]4(C)[C@H]3[C@@H](O)C[C@]12C
  BL2 CD40 inh: 25
[14] c1ccc2c(CC3=NCCN3)cccc2c1
  BL2 CD40 inh: -11
[15] CCCOc1ccccc1-c1nc2n[nH]nc2c(=O)[nH]1
  BL2 CD40 inh: -6[25 µM]
[16] NS(=O)(=O)c1cc2c(cc1C(F)(F)F)NC(Cc1ccccc1)NS2(=O)=O (configuration not stated)
  BL2 CD40 inh: u
[17] COc1cc2nc(N3CCN(C(=O)C4COc5ccccc5O4)CC3)nc(N)c2cc1OC (configuration not stated)
  BL2 CD40 inh: 23

Six of the compounds above, in markdown.
| nr | canonical_smiles | BL2 CD40 inh |
| --- | --- | --- |
| 1 | CN(C)CCCN1c2ccccc2Sc2ccccc21 | -32 |
| 2 | C[C@]12CC3CC(N)(C1)C[C@@](C)(C3)C2 | 26 |
| 3 | COc1ccccc1OCC(O)COC(N)=O (configuration not stated) | -8 |
| 4 | O=C1N(c2ccccc2)c2ccccc2C1(Cc1ccncc1)Cc1ccncc1 | 14[25 µM] |
| 5 | CC(C)Cn1cnc2c1c(=O)n(C)c(=O)n2C | 5 |
| 6 | CC1(C)Oc2ccc(C#N)cc2C(N2CCCC2=O)C1O (configuration not stated) | -2[25 µM] |
